# High-throughput results: PubChem BioAssay, several laboratories
# VIM-2 inhibitor: blocks Pseudomonas aeruginosa VIM-2 metallo-beta-lactamase; 0.89% of 290,000 active; inhibition, % at 5.6 µM; purified VIM-2, nitrocefin hydrolysis, epi-absorbance fluorescence;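 active = inhibition above the mean of all tested compounds plus 3 SD, cutoff set per screening run, cut at about 7.5% in these data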;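 also: red hydrolysis product quenches plate fluorescence so inhibitors raise well fluorescence; 0% = enzyme with DMSO and 100% = DMSO without enzyme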
# IDE cell activ: activators of human insulin-degrading enzyme in cells; P14735; HEK cells, FAbeta-B cleavage, fluorescence polarization; 0% vehicle, 100% cell-free pure enzyme wells; activation, % at 5.96 µM; 0.073% of 340,000 active; AID 493087;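 active = activation above the mean of all tested compounds plus 3 SD, set per screening campaign, cut at about 17% in these data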
# IMP-1 inhibitor: blocks Pseudomonas aeruginosa IMP-1 metallo-beta-lactamase. purified IMP-1, nitrocefin hydrolysis, epi-absorbance fluorescence. inhibition, % at 5.6 µM. 0.45% of 290,000 active;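 active = inhibition above the mean plus 3 SD of all compounds in the same screening run, cut at about 4.5% in these data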;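 also: 0% = IMP-1 with DMSO and 100% = DMSO wells lacking enzyme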
#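 Test system: recombinant IMP-1 enzyme, purified / Medium: HEPES buffer pH 7.1 with ZnSO4 and Brij 35 / Doses: single dose, 5.6 µM / Times: 25 °C, 15 min preincubation, 25 min reaction / Detection: Epi-absorbance via hydrolysed-nitrocefin quenching of white-plate fluorescence, 480/530 nm, EDTA stop / Evaluation: percent inhibition from optical density relative to buffer-blank wells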
# DNA FID counter: counter-screen for HCV NS3 helicase inhibitors: DNA intercalator displacement. AID 1845. inhibition, % at 7.9 µM. 0.17% of 290,000 active. DNA fluorescent intercalator displacement, fluorescence; in the data active = inhibition above about 37%;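 also: 0% = vehicle and 100% = reference compound; higher means more ethidium bromide displaced from hairpin DNA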
# HCV NS3 hel inh: blocks Hepatitis C virus NS3 helicase unwinding; NS3 helicase DNA unwinding, Cy5 molecular beacon fluorescence; inhibition, % at 10.9 µM; 0.56% of 290,000 active;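 active = inhibition above the mean of all tested compounds plus 3 SD, set per campaign, cut at about 35% in these data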;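 also: 0% = DMSO wells and 100% = thioflavine S control wells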
#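 Test system: hepatitis C virus NS3 helicase domain fragment enzyme. Also added: annealed dual-labelled DNA beacon duplex, ATP-started. Timing: 60 min unwinding reaction at 25 °C after ATP addition. Technique: Cy5 fluorescence. Measure: % inhibition of unwinding.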
# UBC9 SUMO inh: SUMOylation inhibition. inhibition, % at 35 µM. AID 2006. P63279. 0.36% of 290,000 active. HTRF SUMOylation assay, SAE1/SAE2 + UBC9, in vitro; in the data active = inhibition above about 50%, passing the limit was not always enough; also: strong numbers were not always called active
# Target sequence (P63279 whole entry, looked up): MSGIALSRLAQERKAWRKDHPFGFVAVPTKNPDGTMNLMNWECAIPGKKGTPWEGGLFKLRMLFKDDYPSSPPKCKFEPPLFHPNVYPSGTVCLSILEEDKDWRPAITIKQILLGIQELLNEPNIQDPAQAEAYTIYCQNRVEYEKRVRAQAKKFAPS
# IDE cell inh: cellular human IDE inhibition | 0.41% of 320,000 active | AID 434962 | inhibition, % at 5.59 µM | HEK cells, FAbetaB cleavage, fluorescence polarization;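 active = percent inhibition above the average of all tested compounds plus 3 SD, set per screening campaign, cut at about 16% in these data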;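 also: IDE supplied by intact live HEK cells; FP after avidin binding of uncleaved biotin substrate so inhibition keeps polarization high; 0% = DMSO wells and 100% = 60 µM reference IDE inhibitor Ii1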
# pCIP destab: lowers stability of the mouse p/CIP coactivator protein; Q05BA5; F442A p/CIP-EGFP cells, EGFP fluorescence, 16 h; decrease of EGFP signal, % at 10 µM; 0.01% of 290,000 active; AID 1984;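 active = EGFP signal decrease of at least 30% at 10 µM or well 3 SD below plate mean, unless failing retest; inactive = the rest, including hits failing retest or dose response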; also: some compounds called inactive have numbers as strong as hits; many of its hits are not listed in these tables
# M18AAP inhibitor: PfM18AAP enzyme inhibition. recombinant PfM18AAP, H-Glu-NHMec fluorogenic cleavage. inhibition, % at 7.35 µM. 1.2% of 290,000 active;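 active = inhibition above the campaign mean inhibition over all tested compounds plus 3 SD, cut at about 28% in these data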;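 also: 0% = plate median of test compound wells and 100% = 2 mM ZnCl2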
# * = called active by the depositor; nt = not tested or not shown.
SMILES,VIM-2 inhibitor,IDE cell activ,IMP-1 inhibitor,DNA FID counter,HCV NS3 hel inh,UBC9 SUMO inh,IDE cell inh,pCIP destab,M18AAP inhibitor
CCCCN(C(=S)NC(=O)c1cc(OC)c(OC)c(OC)c1)c1c(N)n(Cc2ccccc2)c(=O)[nH]c1=O,-2.3,2,-0.7,-32,2,-4,3,7,7
O=C(c1cccc(Cl)c1)N1CCCC(C(=O)N2CCCCCC2)C1 (stereo unspecified),-0.9,4,-2.2,-16,-1,-34,-2,-5,-1
COc1ccccc1NS(=O)(=O)c1ccc(N/N=C(\C)C(C)C)c([N+](=O)[O-])c1,-3.7,4,-0.2,1,0,-24,-2,-4,-1
Cc1ccc(N2CCN(C(=O)N3CCOCC3)CC2)c(C)c1,0.0,-6,-1.6,-28,-1,0,-2,6,-3
Cn1c(COc2ccccc2)nnc1SCC(=O)Nc1ccc(S(N)(=O)=O)cc1,-0.5,4,-4.5,-10,6,0,-2,5,3
O=C1C2ON(c3ccc(Br)cc3)C(c3cccnc3)C2C(=O)N1C1CCCCC1 (stereo unspecified),-0.2,1,-0.1,-2,-5,0,5,-8,-5
CN1CC(=O)N(CC(=O)N2N=C(c3ccc(Cl)cc3)CC2c2ccco2)C1=O (stereo unspecified),-0.2,-1,-3.6,-24,1,-1,-7,-6,2
Cc1ccc(CNC(=O)CCS(=O)(=O)c2ccc3c(c2)CC(C)N3C(=O)C2CC2)cc1 (stereo unspecified),0.4,4,-1.7,-40,3,12,-6,-12,2
N/C(=N\OC(=O)COc1ccc(Cl)cc1Cl)c1cccnc1,-3.3,-3,-1.6,-5,-8,3,1,-7,1
O=C(c1ccc(Cl)cc1)c1ccc(OCC(O)CN2CCCCC2)cc1 (stereo unspecified),-2.3,1,-3.0,9,-7,16,4,-9,2
CCn1c(CNC(=O)c2cc(OC)c(OC)c(OC)c2)cc2cc(C)ccc21,0.6,-2,0.9,-30,-14,8,-4,-14,-9
CCc1cccc(C)c1NC(=S)N(Cc1cccnc1)Cc1ccco1,0.2,-1,-3.1,-11,1,4,-5,-3,0
CCOc1ccc(-c2cc(C(=O)NCCCn3ccnc3)c3ccccc3n2)cc1,-2.8,3,-4.3,7,-28,35,1,14,3
O=C(C1CCN(S(=O)(=O)c2cnc[nH]2)CC1)N1CCN(c2ccc([N+](=O)[O-])cc2)CC1,-4.0,7,-3.5,2,-2,12,-3,2,1
O=Cc1c(Cl)[nH]c(=O)n1-c1ccccc1,-5.7,nt,-2.3,7,5,8,nt,-8,0

# Some of the entries so far, as labelled records.
O=C(c1cccc(Cl)c1)N1CCCC(C(=O)N2CCCCCC2)C1 (stereo unspecified)
  VIM-2 inhibitor = -0.9; IDE cell activ = 4; IMP-1 inhibitor = -2.2; DNA FID counter = -16; HCV NS3 hel inh = -1; UBC9 SUMO inh = -34; IDE cell inh = -2; pCIP destab = -5; M18AAP inhibitor = -1
COc1ccccc1NS(=O)(=O)c1ccc(N/N=C(\C)C(C)C)c([N+](=O)[O-])c1
  VIM-2 inhibitor = -3.7; IDE cell activ = 4; IMP-1 inhibitor = -0.2; DNA FID counter = 1; HCV NS3 hel inh = 0; UBC9 SUMO inh = -24; IDE cell inh = -2; pCIP destab = -4; M18AAP inhibitor = -1

# Four compounds drawn at random from those above:
SMILES,VIM-2 inhibitor,IDE cell activ,IMP-1 inhibitor,DNA FID counter,HCV NS3 hel inh,UBC9 SUMO inh,IDE cell inh,pCIP destab,M18AAP inhibitor
N/C(=N\OC(=O)COc1ccc(Cl)cc1Cl)c1cccnc1,-3.3,-3,-1.6,-5,-8,3,1,-7,1
CCn1c(CNC(=O)c2cc(OC)c(OC)c(OC)c2)cc2cc(C)ccc21,0.6,-2,0.9,-30,-14,8,-4,-14,-9
O=C1C2ON(c3ccc(Br)cc3)C(c3cccnc3)C2C(=O)N1C1CCCCC1 (stereo unspecified),-0.2,1,-0.1,-2,-5,0,5,-8,-5
Cc1ccc(N2CCN(C(=O)N3CCOCC3)CC2)c(C)c1,0.0,-6,-1.6,-28,-1,0,-2,6,-3

# (further entries)
SMILES,VIM-2 inhibitor,IDE cell activ,IMP-1 inhibitor,DNA FID counter,HCV NS3 hel inh,UBC9 SUMO inh,IDE cell inh,pCIP destab,M18AAP inhibitor
O=C(NCCCN1CCOCC1)C(=O)NCc1ccc(Cl)cc1,-1.1,1,-0.9,-1,-11,14,1,1,7
Cc1ccc(C2CC(=O)C=C(O)C2)cc1 (stereo unspecified),-5.1,-9,-2.2,-7,8,20,4,-8,6
O=C(CCCn1cncn1)N1CCCC(N2CCN(c3ccccc3F)CC2)C1 (stereo unspecified),-0.4,-3,0.0,-6,2,-6,0,0,-8
COC(=O)C1=C(O)CSC1=Nc1cccc(C(F)(F)F)c1,-1.7,3,-2.9,-5,-4,-4,0,0,12
CC1(O)C(=O)c2ccccc2N(c2ccccc2)C1=O (stereo unspecified),-2.8,2,-4.8,-6,17,23,-4,-10,5
COc1ccc(Oc2cc(C(F)(F)F)cnc2C(N)=O)cc1,-1.3,-1,-2.6,0,-4,10,0,2,6
COc1ccc(-c2noc(-c3ccccc3-c3ccccc3)n2)cc1,-3.5,4,-0.7,-1,-3,-14,2,-2,0
CCOc1ccc(/C=N/OCC(=O)Nc2ccc3c(c2)OCO3)cc1,-1.6,1,-4.4,-4,8,-3,-3,-9,1
O=C(CNC(=O)c1ccccc1F)NC1CCN(Cc2ccccc2)CC1,-1.6,6,-1.1,-7,2,4,5,-14,7
C=CCOc1c(Cl)cc(CNCCCN2CCOCC2)cc1OC,-1.2,3,-5.0,20,-7,9,2,-1,2
